Screening data deposited in PubChem by National Center for Advancing Translational Sciences (NCATS).
TDP1 cell CPT: DT40-hTDP1 cell growth loss with CPT; AID 686979; chicken DT40 Tdp1-/-;hTDP1 cells + 20 nM CPT, ATP luminescence, 48 h; Potency, µM (top dose mostly 46.2 µM), for inactives: at the highest dose activity change, negative = growth inhibition, actives largely listed as inhibitors; 420,000 compounds, 12% hits; also: nearly all actives have a fitted effect of over 55% in size
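Cell growth measured by CellTiter-Glo luminescence after a minimum 48 h, 37 C compound exposure with 20 nM CPT in Tdp1-knockout DT40 cells stably expressing hTDP1, seeded 400/well; qHTS titration format.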
FEN1 inhibitor: human FEN1 inhibition | P39748 | Recombinant FEN1 flap cleavage, fluorescence, 15 min | Potency, µM (doses to about 114 µM), for the others: at the highest dose activity change, negative = inhibition, hits mostly inhibitors | 390,000 compounds, 0.35% hits | AID 588795; also: nearly all actives have a fitted effect of over 65% in size
Target sequence (P39748 whole entry, looked up): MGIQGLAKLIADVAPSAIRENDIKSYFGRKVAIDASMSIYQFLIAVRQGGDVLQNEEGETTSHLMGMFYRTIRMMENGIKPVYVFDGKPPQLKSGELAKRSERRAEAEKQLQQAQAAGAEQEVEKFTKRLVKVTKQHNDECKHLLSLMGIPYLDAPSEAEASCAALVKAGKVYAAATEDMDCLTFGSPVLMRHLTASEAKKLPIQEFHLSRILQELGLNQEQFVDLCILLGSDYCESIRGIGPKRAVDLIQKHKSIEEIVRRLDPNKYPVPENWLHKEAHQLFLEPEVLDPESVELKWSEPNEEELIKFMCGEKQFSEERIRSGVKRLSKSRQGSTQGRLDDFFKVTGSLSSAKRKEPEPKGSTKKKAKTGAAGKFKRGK
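Recombinant FEN1 (10 nM) was preincubated with pin-transferred compounds for 15 min at room temperature, then flap DNA substrate (50 nM final) was added. Plates were read at 0 and 15 min, and normalized concentration–response data were fitted to a four-parameter Hill equation.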
N370S GC mod: inhibitors or activators of N370S glucocerebrosidase for Gaucher disease; N370S GC spleen homogenate, 4MU-glucoside fluorescence; Potency, µM (top dose mostly 59.4 µM), for the others: at the top dose activity change, negative = inhibition, hits mostly inhibitors; 330,000 compounds, 0.092% hits; AID 2101;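 also: 0% = full enzyme activity and -100% = no enzyme basal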
* marks the source's active call; other numbers are inactive results; ? = inconclusive; · = not tested or not shown; & = joins results of further samples. Calls follow the shape of the dose curve; as a rule, active = well fitted curve in the direction sought with a large enough effect; inconclusive = small, poorly fitted or top-dose-only effect, or another doubt; inactive = no such curve, though single readings can be large; an effect the other way counts as inactive or inconclusive. Unless noted, % is scaled to controls: 0 for no effect and ±100 for the full control effect; potency is read from the fitted curve at half-maximal effect. Only part of the results is shown; rates above refer to the full screens.

SMILES	TDP1 cell CPT	FEN1 inhibitor	N370S GC mod
NS(=O)(=O)c1ccc(CCNc2ccnc3cc(Cl)ccc23)cc1	?	-1%	3%
CCN(CC)CCNC(=O)C1c2cc(OC)c(OC)cc2C(=O)N(C)C1c1cccs1 (stereo unspecified)	-8%	2%	4%
CC1=CCn2c(=O)c3ccccc3c(=O)n2C1	-1%	-1%	-2%
O=C(O)CC1(CC(=O)Nc2ccc3ccccc3c2)CCCCC1	-8%	15%	-8%
CS(=O)(=O)N(Cc1ccc(F)cc1)Cc1nc2ccccc2c(=O)[nH]1	3%	1%	1%
Cc1noc(C(=O)Nc2ccc(C#N)cc2)c1Cl	0%	11%	-11%
CC1(C)CC(=O)C(C=NCCN2CCN(C3CC(=O)N(c4ccc(Br)cc4)C3=O)CC2)=C(O)C1 (stereo unspecified)	?	4%	3%
CCN(CCc1ccccc1)c1ccc2c(c1)C1CC2CCN1C(=O)OCc1ccccc1 (stereo unspecified)	?	-10%	·
N=C1/C(=C\c2ccc(OC(=O)c3ccc(F)cc3)cc2)C(=O)N=C2SC(N3CCOCC3)=NN12	-8%	-12%	-3%
O=C(Nc1ccccc1)/C(=C\c1ccccc1)NC(=O)c1ccco1	2%	-6%	16%
O=C(c1ccc2c3n(nc2c1)-c1ccc(Cl)cc1CO3)N1CCOCC1	?	-3%	-3%
O=C(NC(=S)Nc1ccccc1)c1csnn1	0%	-16%	-16%
COc1cccc(/C=N/NC(=O)c2ccccc2NC(=O)c2ccco2)c1OC	7%	-14%	-1%
COc1ccc(-c2nc3ccc(C)cn3c2Nc2ccc3c(c2)OCO3)cc1	-15%	18%	·
OC1COCOC1C(O)C1OCOCC1O (stereo unspecified)	1%	-1%	·
Cc1ccsc1C(=O)OCC(=O)Nc1nnc(-c2ccccc2)o1	?	0%	-10%
CC(Sc1nnc(NC2CC2)s1)C(=O)Nc1ccc(N2CCOCC2)cc1 (stereo unspecified)	3%	0%	0%
CC1Cc2ccccc2N1S(=O)(=O)c1cccc(C(=O)NCCCn2ccnc2)c1 (stereo unspecified)	?	1%	6%
Cc1cccc(NC(=S)N2CCN(C(=O)c3ccco3)CC2)c1	-19%	-17%	-3%
C[C@H](CO)N1C[C@H](C)[C@@H](CN(C)Cc2ccc(-c3ccccc3)cc2)Oc2c(NS(=O)(=O)c3cccs3)cccc2C1=O	18µM*	-22%	·
O=C(COc1ccccc1)NC(Cc1c[nH]c2ccccc12)C(=O)O (stereo unspecified)	9%	-9%	21%
COc1ccc(C2CC(c3cccs3)=NN2C(=O)CCC(=O)O)cc1OC (stereo unspecified)	6%	13%	-7%
O=C(NC1=NCCS1)c1ccc(Cl)c(Cl)c1	-1%	-9%	4%
NC(=O)c1sc2nc(-c3ccccc3)c3c(c2c1N)CCCC3	?	-11%	30%
CCOC(=O)C1CCCN(S(=O)(=O)c2cc3c4c(c2)CCC(=O)N4CCC3)C1 (stereo unspecified)	23µM*	-3%	-10%
Next section
SMILES	TDP1 cell CPT	FEN1 inhibitor	N370S GC mod
CCCCc1ccc(NC(=S)Nc2ccc(Nc3ccc(OC)cc3)cc2)cc1	18µM*	-11%	2%
O=C(NCc1ccccc1)C1CCCN1S(=O)(=O)c1ccc(Cl)cc1 (stereo unspecified)	?	2%	2%
CCn1c(C)c(C(C)=O)c(N2CCN(c3ccc(OC)cc3)CC2)nc1=S	?	10%	-4%
CCn1cc(NC(=O)Nc2ccccc2C(=O)OC)c(C(N)=O)n1	-12%	-3%	-1%
CC(C)(C)C(=O)NC(=S)NCCc1ccccc1	-9%	0%	1%
Cc1ccc(N(CC(=O)Nc2cccc(Cl)c2C)S(C)(=O)=O)cc1	-8%	-14%	-1%
CC(C)C(=O)NC(Nc1cc(C(F)(F)F)ccc1Cl)C(Cl)(Cl)Cl (stereo unspecified)	?	1%	2%
Cc1ccc(C(=O)COC(=O)c2nc3nccc(C)n3n2)c(C)c1	-3%	-3%	·
O=C(c1cc(-c2ccccc2)nn1-c1ccccc1)N1CCN(S(=O)(=O)c2cccc(F)c2)CC1	-12%	1%	1%
COc1ccc(OC(C)C(=O)NC2CC(C)(C)NC(C)(C)C2)cc1 (stereo unspecified)	5%	-13%	3%
COC(=O)c1ccc(-c2ccco2)n1Cc1cc(C)ccc1C	-19%	-2%	7%
Cc1cnc(C(=O)Nc2ccc3c(c2)CCC3)cn1	-28%	-2%	4%
O=C(NCCCN1CCOCC1)c1ccc2c(=O)n(CCc3ccccc3)c(=O)[nH]c2c1	?	-2%	23%
COc1ccc(-n2c(SCC(=O)NCC3CCCO3)nc3n[nH]c(C)c3c2=N)cc1 (stereo unspecified)	?	-3%	?
COCCC(=O)NC1CCCc2c1cnn2-c1cccc(C)c1C (stereo unspecified)	-19%	2%	-3%
O=C1Nc2ccccc2C1=Nc1ccc(F)cc1	-1%	0%	-7%
O=C(CNC(=O)c1ccco1)N/N=C/c1cc(Br)ccc1O	2.9µM*	-3%	-3%
Cc1ccc(-c2nnn(CC(=O)NC3CC4CCC3C4)n2)cc1 (stereo unspecified)	-23%	-1%	7%
COc1cccc(C(=O)N2CCN=C2SCc2cccnc2)c1OC	-10%	-2%	-15%
CCC(C)(C(=O)Nc1ccc(OC)cc1)N(C)C(=O)Cn1nnnc1N (stereo unspecified)	-26%	3%	11%
O=C1CCc2cc(S(=O)(=O)N3CCCC3C(=O)NC3CCCCCCC3)ccc2N1 (stereo unspecified)	?	-7%	?
Cn1c(Cn2c(=O)sc3ccccc32)nnc1SCC(=O)NCc1ccccc1Cl	13%	18%	13%
O=C(Nc1nnc(SCC(=O)N2CCCCC2)s1)c1ccccc1F	?	7%	-4%
Cn1nnc(NC(=S)NC(=O)/C=C/c2ccco2)n1	1%	?	4%
CNC(=O)/C=C/c1cccc(C(F)(F)F)c1	2%	-2%	1%
Continued:
SMILES	TDP1 cell CPT	FEN1 inhibitor	N370S GC mod
Cc1cc(/C=C2\SC(=S)NC2=O)c(C)n1-c1ccccc1	-7%	-8%	0%
CC[C@H](C)Cc1cn([C@@H](CCCCN)C(=O)NCCCCCCCCCCC(=O)N2CCNCC2)nn1	-5%	-19%	?
CCCCn1c(=N)n(CC(O)COc2ccc(C)cc2)c2ccccc21 (stereo unspecified)	6.5µM*	7%	?
C=CCOc1ccc(CNCC2CCCO2)cc1 (stereo unspecified)	?	-19%	-1%
CC(C)Cn1cc(C(=O)NCCCN2CCCC2=O)c2c3ccccc3n(C)c2c1=O	?	-5%	-6%
Cn1c(SC2CCCCC2=O)nnc1-c1ccncc1 (stereo unspecified)	-19%	-17%	1%
CCN(CC)CCOC(=O)c1ccc(NC(=O)c2cccc(C)c2[N+](=O)[O-])cc1	-14%	-15%	-1%
Cc1ccc(C(=O)Oc2ccccc2N2C(=O)C3C4CCC(C4)C3C2=O)cc1 (stereo unspecified)	-9%	-3%	3%
Cn1c(=O)c2c(nc(N3CCCCCC3)n2CC(=O)c2ccccc2)n(C)c1=O	-24%	8%	7%
O=S(=O)(c1ccc(Br)cc1)c1nnn2c1nc(NCc1cccs1)c1sccc12	?	-8%	·
COc1ccc(C2=NOC(C(=O)Nc3ccc4c(c3)OCO4)C2)cc1OC (stereo unspecified)	0%	-3%	-7%
CC(/C=N/NC(=O)Cn1cnc2c1c(=O)n(C)c(=O)n2C)=C\c1ccccc1	-12%	-1%	17%
COc1ccc(C(=O)NCC2(c3ccccc3)CCCC2)c(OC)c1	9.2µM*	-21%	2%
C/C(=N\Nc1nc2ccccc2[nH]1)c1ccc2c(c1)OCCO2	?	-20%	-1%
O=C1OC(c2ccccc2)(c2ccc(O)cc2)c2ccccc21 (stereo unspecified)	?	-7%	·
CC1=C(C(=O)OCc2ccccc2)C(c2ccccc2[N+](=O)[O-])NC(=O)N1C (stereo unspecified)	?	-4%	0%
O=C(CN(C(=O)Cn1nnc(-c2cccs2)n1)c1ccc2c(c1)OCCO2)NCc1ccccc1	-6%	-13%	-9%
O=c1c2cccnc2n(Cc2cccc(F)c2)c(=O)n1Cc1ccc(F)cc1	?	0%	·
Cc1ccc(NC(=O)C2CCCN(S(=O)(=O)c3ccc4[nH]c(=O)ccc4c3)C2)cc1C (stereo unspecified)	5%&-26%	16%&6%	6%
CC1CN(C(=O)COC(=O)c2cc([N+](=O)[O-])ccc2Cl)CC(C)O1 (stereo unspecified)	-4%	-7%	-3%
COc1ccc(OC)c(NC(=O)CCN2CCN(c3ccccc3OC)CC2)c1	-25%	-10%	-15%
CSc1nc(-c2ccc(Cl)cc2)nn1C(=O)c1ccccc1	?	-5%	-9%
OCC1(Cc2ccccc2C(F)(F)F)CCN(Cc2ccncc2)CC1	-30%	-4%	-4%
Cc1ccc(N(CC(O)CN(C)C)S(=O)(=O)c2ccccc2)cc1 (stereo unspecified)	11%	2%	-1%
CCc1ccc(CN(C)Cc2nc(Cc3ccc(OC)c(OC)c3)no2)nc1	16µM*	-6%	8%
(more compounds)
SMILES	TDP1 cell CPT	FEN1 inhibitor	N370S GC mod
O=C(NCc1ccc2c(c1)OCO2)c1ccc(Cl)c(S(=O)(=O)NCc2ccccc2)c1	-17%	7%	9%
COc1ccc(CNCc2c(O)c(Cl)cc3c(C)c(C)c(=O)oc23)c(OC)c1	17%	3%	?
Cc1cc(C)c(C(=O)NC2CCCc3c2cnn3-c2ccc(C)c(C)c2)c(=O)[nH]1 (stereo unspecified)	-12%	3%	1%
COc1cc(OC)c(OC)cc1CN1CCN(Cc2cccn2C)CC1	4%	-10%	7%
CCOC(=O)[C@@H]1[C@H]2COc3ccccc3[C@@H]2N2C(=O)N(c3ccc(C(F)(F)F)cc3)C(=O)[C@]12C	18µM*	-22%	·
COc1ccccc1CN1CC(C(=O)N2CCN(c3ccc(F)cc3)CC2)CC1=O (stereo unspecified)	?	9%	4%
CC(C)Oc1ccc(CNC(=S)N/N=C/c2cccnc2)cc1	?	7%	8%
O=C([C@H](Cc1ccccc1)NS(=O)(=O)c1ccc(Cl)cc1)N1CC[C@@]2(O)CCCC[C@H]2C1	?	-11%	21%
O=C(CNS(=O)(=O)c1ccccc1)OCC(=O)c1cccc([N+](=O)[O-])c1	18%	-11%	3%
CCN1CCN(CCCNC(=O)c2cnn(-c3ccc(OC)cc3)c2C2CCN(C(=O)OC(C)(C)C)CC2)CC1	-25%	1%	·
CC1CC(C)CN(C(=O)CN2CCN(Cc3ccc(Cl)cc3)C2=O)C1 (stereo unspecified)	?	-3%	7%
COc1ccccc1-n1cc(C(=O)NCC(=O)N2CCN(Cc3ccccc3)CC2)c2ccccc2c1=O	1%	-3%	-8%
O=C(CCc1nnc(CCc2ccccc2)o1)N1CCCCC1CCn1cccn1 (stereo unspecified)	?	-1%	-3%
O=C(Cn1nnc2ccccc21)NNC(=O)c1ccccc1	3%	5%	3%
COc1cccc(C(=O)CN2CCC(NC(=O)NC3CCCCC3)CC2)c1	-15%	-1%	-2%
Cc1ccc(Nc2nc(N)c([N+](=O)[O-])c(NCc3ccco3)n2)cc1	?	-6%	-4%
NCCSc1c(-c2ccc(Cl)cc2)[nH]c2ccccc12	?	-18%	-15%
CCn1c(COc2cccc(C)c2)nnc1SCC(=O)N1CCCC1	-19%	-4%	5%
C/C(CC(=O)NC12CC3CC(CC(C3)C1)C2)=N\NC(=O)c1cnccn1	1%	4%	-19%

Profiles from above. Order of screens: TDP1 cell CPT	FEN1 inhibitor	N370S GC mod
Listed for O=C(CCc1nnc(CCc2ccccc2)o1)N1CCCCC1CCn1cccn1 (stereo unspecified) : ?	-1%	-3%
Listed for CCOC(=O)[C@@H]1[C@H]2COc3ccccc3[C@@H]2N2C(=O)N(c3ccc(C(F)(F)F)cc3)C(=O)[C@]12C : 18µM*	-22%	·
Listed for COc1cccc(C(=O)CN2CCC(NC(=O)NC3CCCCC3)CC2)c1 : -15%	-1%	-2%

Compounds above containing a furan ring, fused or not, in the order listed:
SMILES	TDP1 cell CPT	FEN1 inhibitor	N370S GC mod
O=C(Nc1ccccc1)/C(=C\c1ccccc1)NC(=O)c1ccco1	2%	-6%	16%
COc1cccc(/C=N/NC(=O)c2ccccc2NC(=O)c2ccco2)c1OC	7%	-14%	-1%
Cc1cccc(NC(=S)N2CCN(C(=O)c3ccco3)CC2)c1	-19%	-17%	-3%
COC(=O)c1ccc(-c2ccco2)n1Cc1cc(C)ccc1C	-19%	-2%	7%
O=C(CNC(=O)c1ccco1)N/N=C/c1cc(Br)ccc1O	2.9µM*	-3%	-3%
Cn1nnc(NC(=S)NC(=O)/C=C/c2ccco2)n1	1%	?	4%
Cc1ccc(Nc2nc(N)c([N+](=O)[O-])c(NCc3ccco3)n2)cc1	?	-6%	-4%
